Sm TGR block: S. mansoni TGR enzyme inhibition | Q962Y6 | purified TGR, DTNB reduction, TNB absorbance 405 nm | Potency, µM (series often up to 114 µM), for inactives: at the top dose activity change, negative = inhibition, hits mostly inhibitors | 360,000 compounds, 3% hits | AID 485364; active = well fitted inhibition curve with a large enough effect; inconclusive = small, poorly fitted or top-dose-only effect; inactive = no such curve, though single readings can be large or run the other way; note: nearly all actives have a fitted effect of over 60% in size
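TGR 20 nM + NADPH 100 uM (dispensed conc.), cpd preinc 15 min RT; start with NADPH (500 uM addition) then DTNB (15 mM addition). Kinetic TNB absorbance, 405 nm filter. Four-parameter Hill fit across titration.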
Numbers without * were called inactive; u = inconclusive; [ ] = remark or other dose. % is set by controls: 0 for no effect and ±100 for the full control effect; potency is the fitted concentration of half-maximal effect. Some of the compounds tested; count on the stated rates, not on these rows.

compound | Sm TGR block
O=c1c2oc3ccccc3c2n(Cc2ccc(Cl)cc2)c(=O)n1Cc1ccccc1 | 21%
COc1ccc2oc(=O)c(C(=O)Nc3ccc(C(=O)O)cc3)cc2c1 | 0%
COc1ccc(C(=O)CSc2nc3cc(C(=O)NC4CCCC4)ccc3c(=O)n2CC2CCCO2)cc1 (stereo unspecified) | -2%
Cc1ccc(CNC(=O)CN2C(=O)COc3ccccc32)cc1 | 5%
Cc1oc2ncnc(N3CCOCC3)c2c1C(=O)N(Cc1ccccc1)C(C)C | -11%
Cn1c(NCCCCO)nc2c1c(=O)n(Cc1ccc(Cl)cc1)c(=O)n2C | -7%
Cc1ccc(CSC2=Nc3ccccc3C3=NC(CCC(=O)NC4CCCCC4)C(=O)N23)cc1 (stereo unspecified) | -3%
Cc1nc2c(-c3ccccc3)c(C)nn2c(C)c1CCC(=O)NCc1ccccc1Cl | -1%
CCOC(=O)c1c(C)[nH]c(CCC(=O)NCc2ccc(F)cc2)c1C | -6%
CCCN1CCN(CCCNC(=O)c2ccc3c(c2)sc2nc(-c4ccc(OCC)cc4)cn23)CC1 | 15%
O=C(Nc1ccc(F)cc1F)C1CCN(c2ncccn2)CC1 | 2%
CCC(C(=O)NCc1ccc(OC)c(OC)c1)n1nc(C)c2c(C)n(-c3ccc(C)cc3)nc2c1=O (stereo unspecified) | -3%
Cc1ccc(C)c(N2CCN(C(=O)c3ccc(Nc4nc5ccccc5n5nnnc45)cc3)CC2)c1 | -4%
Cc1ccc(C(=O)NCc2nnnn2-c2ccc(C)c(C)c2)cc1 | 2%
O=C(CSc1nc(-c2ccccc2)cn1-c1ccccc1F)Nc1ccc(F)cc1 | 3%
CCc1ccc(CNC(=O)c2ccc(CS(=O)c3ccc(Br)cc3)o2)cc1 (stereo unspecified) | u
COc1ccc(OC)c(N(CC(=O)NCc2ccccc2)S(=O)(=O)c2ccccc2)c1 | 7%
Cc1cc2n(n1)CCC(=O)N2Cc1ccc(C(=O)Nc2ccc(Br)c(C)c2)cc1 | 9%
COc1ccc(-n2c(SCC(=O)c3ccccc3)nc3c([nH]c4ccccc43)c2=O)cc1 | 4%
CCSc1ncc(Cl)c(C(=O)Nc2nc3ccc(S(C)(=O)=O)cc3s2)n1 | -6%
CSc1cccc(NC(=O)CN(C)S(=O)(=O)c2ccc3c(c2)CCCN3C(C)=O)c1 | 2%
Cc1ccccc1CNC(=O)CN1C(=O)CCCc2ccccc21 | 0%
Cc1ccc(NC(=O)c2cnc3sc(N4CCOCC4)nn3c2=O)cc1N(C)C | -3%
Cc1ccc(CCNC(=O)CCn2nc(-c3ccc(Cl)cc3)ccc2=O)cc1 | -1%
COc1ccc(S(=O)(=O)N(CC(=O)Nc2ccccc2Br)Cc2ccccc2)cc1 | 0%
Cc1cccc(-c2nc(SCC(=O)NCc3ccco3)c3c(=O)n(C)c(=O)n(C)c3n2)c1 | 10%
COC(=O)c1cccc(NC2=NS(=O)(=O)c3ccccc32)c1 | 4%
COc1ccc(-c2cc(C(F)(F)F)nc(NCc3ccc(F)cc3)n2)cc1 | 17%
CCOC(=O)CNS(=O)(=O)c1cc(-c2nnc(Nc3cccc(O)c3)c3ccccc23)ccc1C | -4%
COc1ccc(NC(=O)CSc2c3c(nc4ccccc24)CCC3)cc1Cl | 4%
CCc1ccc(CNC(=O)C2Cc3cc(S(=O)(=O)N4CCCCCC4)ccc3N2C(C)=O)cc1 (stereo unspecified) | 12%
COc1ccc(C2CC(=O)Nc3c2c(=O)nc2c(C)cccn32)cc1OC (stereo unspecified) | 9%
CCCN(CCC)CC(O)Cn1cc(/C=C/C(=O)c2ccc(C)cc2)c2ccccc21 (stereo unspecified) | -10%
Cc1cccc(C(=O)Nc2ccccc2OCc2cc(=O)n3c(C)csc3n2)c1 | 0%
O=S1(=O)c2ccccc2N(Cc2ccccc2)c2ccccc21 | -2%
COc1ccc(NC(=O)Cn2cc(S(=O)(=O)Cc3ccc(F)cc3)c3ccccc32)cc1OC | -5%
O=C(COCc1cc(-c2cccs2)on1)N1CCN(c2ccccc2)CC1 | 0%
Cc1ccc(CNC(=O)c2c(-c3ccccc3F)noc2C)o1 | -8%
COc1ccc(NC(=O)CSc2cn(CCNC(=O)c3ccc(OC)cc3)c3ccccc23)cc1 | -3%
CCOC(=O)N1CCN(CCC(=O)Nc2cccc(F)c2)CC1 | 8%
CCOc1ccc(NC(=O)c2cnc(Nc3ccccc3OC)c3ccccc23)cc1 | 9%
CC(C)c1ccc(NC(=O)C2CCN(S(=O)(=O)c3cccc4nonc34)CC2)cc1 | 4%
Cc1ccccc1Nc1c(-c2ccccc2)nc2cccc(C)n12 | 12%
CCC(C)NC(=O)Cn1c(=O)n(Cc2ccc(C(=O)NCCCOC)cc2)c(=O)c2ccccc21 (stereo unspecified) | 2%
COc1ccc(-c2cc(C(F)(F)F)nc(SCC(=O)NCc3ccc(F)cc3)n2)cc1 | 5%
CCOc1ccccc1CNC(=O)c1cnc2sc(N3CCCCCC3)nn2c1=O | -16%
COc1cc(NC(=O)N2CCC(CN3CCCCCC3)CC2)cc(OC)c1OC | -24%
COCCn1c(SCC(=O)Nc2ccc(C(F)(F)F)cc2)nc2c([nH]c3ccccc32)c1=O | -1%
O=C(c1ccccc1)c1cn(Cc2ccc(F)cc2)c2ccccc2c1=O | 2%
CCCC12CN3CC(CCC)(CN(C1)C3c1ccc(OCc3ccccc3)cc1)C2=O (stereo unspecified) | 3%
CCc1ccccc1N(C)C(=O)c1cn(-c2cccc(OC)c2)c(=O)c2ccccc12 | 1%
CC(C)(C)c1ccc(C(=O)Nc2ccc(OCc3cc(=O)n4ccsc4n3)cc2)cc1 | 5%
CCOc1ccc(-c2nn(-c3ccc(F)cc3)c3c2cnc2ccc(F)cc23)cc1 | 8%
Cc1ccc(NC(=O)CSCn2nnc3c(=O)[nH]c(Cc4ccc(F)cc4)nc32)c(C)c1 | -3%
CCC(=O)N1CCc2cc(Br)cc(S(=O)(=O)N3CCC(C(=O)N(CC)CC)CC3)c21 | 1%
Cc1ccc(Cn2c(C(C)NC(=O)c3ccccc3)nc3ccccc32)cc1 (stereo unspecified) | 5%
CCCCCCc1c(C)c2c(cc(C)c3c(C)c(C)oc32)oc1=O | -1%
CC(NC(=O)c1cc(-c2ccc(Cl)cc2)on1)c1ccccc1 (stereo unspecified) | -6%
CCC(C)NC(=O)CSc1nc2c(sc3ccccc32)c(=O)n1CCc1ccc(OC)c(OC)c1 (stereo unspecified) | 3%
CCOC(=O)c1cc(-c2ccccc2)n(-c2cccc(C(=O)N(CC)c3ccccc3)c2)c1C | 10%

The list goes on:
compound | Sm TGR block
Cc1cc(CN2CCN(c3ccc(F)cc3)CC2)cs1 | 1%
COc1ccccc1C(=O)Nc1c(C(=O)N(C)c2ccccc2)sc2nc(C)cc(C)c12 | 6%
CCOC(=O)CSc1nc2c([nH]c3ccccc32)c(=O)n1-c1ccc(OC)cc1 | 16%
Cc1c(Cl)cccc1NS(=O)(=O)c1ccc(-c2cnc(C3CC3)o2)cc1 | 1%
CCc1ccc(NC(=O)CSc2nc(-c3ccccc3Cl)nc3c2Cc2c(CO)cnc(C)c2O3)cc1 | -34%
Nc1c(C(=O)Nc2ccccc2Cl)c2ccccn2c1C(=O)c1ccccc1 | 8%
COc1cc(Cl)c(C)cc1NC(=O)C1CCCN(c2ncnc3onc(-c4ccc(F)cc4)c23)C1 (stereo unspecified) | 5%
O=C(CCc1ccccc1)N1CCc2c([nH]c3ccccc23)C1c1ccc(Cl)cc1 (stereo unspecified) | -2%
CCn1c(C(=O)NCc2ccccc2Br)cc2oc3ccccc3c21 | -9%
COc1ccc(Cl)cc1NC(=O)N1CC(=O)Nc2sc3c(c2C1c1ccccc1)CCCC3 (stereo unspecified) | -13%
Cc1cc(C)c(NC(=O)CSc2ncc(S(=O)(=O)c3ccc(C(C)(C)C)cc3)c(=O)[nH]2)c(C)c1 | 4%
Cc1c(C(=O)Nc2ccccc2Cl)oc2ccc(S(=O)(=O)N3CCCCC3)cc12 | -1%
Cc1ccc(C)c(N2CCN(C(=O)CSCc3ccccc3Cl)CC2)c1 | 4%
COc1ccc(C(=O)n2nc(-c3ccco3)nc2NCc2cccs2)cc1OC | 20µM*
CC(C)c1ccc(C2NC(=O)c3n[nH]c(-c4cccs4)c32)cc1 (stereo unspecified) | 6%
CCN(C(=O)c1cn(-c2ccc(OC)cc2)c(=O)c2ccccc12)c1cccc(Cl)c1 | -7%
CC(=O)c1c(C)oc2ccc(NS(=O)(=O)c3ccc(C(C)C)cc3)cc12 | 4%
CCC(C(=O)Nc1cccc(C#N)c1)n1nc(-c2ccccc2)ccc1=O (stereo unspecified) | 1%
CC(C)(C)c1ccc(/C=C/C(=O)Nc2ccc(S(N)(=O)=O)cc2)cc1 | -1%
CCN(CC)c1ccc(NC(=O)CCCN2C(=O)C(c3ccccc3)Oc3cccnc32)c(C)c1 (stereo unspecified) | -6%

Entries shown so far containing a thiophene ring, fused or not, in the order listed:
compound | Sm TGR block
O=C(COCc1cc(-c2cccs2)on1)N1CCN(c2ccccc2)CC1 | 0%
CCC(C)NC(=O)CSc1nc2c(sc3ccccc32)c(=O)n1CCc1ccc(OC)c(OC)c1 (stereo unspecified) | 3%
Cc1cc(CN2CCN(c3ccc(F)cc3)CC2)cs1 | 1%
COc1ccccc1C(=O)Nc1c(C(=O)N(C)c2ccccc2)sc2nc(C)cc(C)c12 | 6%
COc1ccc(Cl)cc1NC(=O)N1CC(=O)Nc2sc3c(c2C1c1ccccc1)CCCC3 (stereo unspecified) | -13%
COc1ccc(C(=O)n2nc(-c3ccco3)nc2NCc2cccs2)cc1OC | 20µM*
CC(C)c1ccc(C2NC(=O)c3n[nH]c(-c4cccs4)c32)cc1 (stereo unspecified) | 6%

(list continues)
compound | Sm TGR block
COc1ccc(CCNC(=O)Cc2c(C)c3c(cc(C)c4c(C)c(C)oc43)oc2=O)cc1 | -1%
Cn1nnnc1SCCNCc1ccc(F)cc1 | 3%
COc1cccc(N2CCN(c3ncnc4c3nc3n4CCCCC3)CC2)c1 | -1%
CCCCSCCCNC(=O)c1c[nH]c2ccc(S(=O)(=O)Nc3cccc(OC)c3)cc2c1=O | 7%
CSc1ccc(C2c3c(oc4ccc(F)cc4c3=O)C(=O)N2c2ccc(C)cn2)cc1 (stereo unspecified) | 7%
COc1ccc(Nc2ncnc3c2cnn3-c2ccc(C)cc2C)cc1 | 8%
COc1cc(/C=C(\C#N)c2nc3ccccc3n2C)cc(OC)c1OC | -5%
Cc1cc(C)cc(NC(=O)C(=O)NCCc2sc(-c3cccc(F)c3)nc2C)c1 | 23%
COc1cccc(CN2C(=O)C3(SCC(=O)N3c3ccc(C)c(Cl)c3)c3ccccc32)c1 (stereo unspecified) | 2%
COc1cccc(CNC(=O)CSc2nnc(C)c3c(C)n(-c4ccccc4)nc23)c1OC | -4%
COc1cccc(Nc2nc3cc(C)ccc3nc2NS(=O)(=O)c2ccc(Cl)cc2)c1 | 12%
COc1ccc(N2CCN(C(=O)CCc3c(C)nc4cc(-c5cccc(F)c5)nn4c3C)CC2)cc1 | -21%
Cc1ccc2occ(CC(=O)N(Cc3ccc(C(C)C)cc3)C3CCS(=O)(=O)C3)c2c1 (stereo unspecified) | 13%
CCOC(=O)c1noc2ncnc(NCc3ccccc3OC)c12 | -3%
CC(C)n1c(=O)c2oc3ccccc3c2n(Cc2ccccc2F)c1=O | 2%
Cc1cc(C)cc(NC(=O)CSc2nc3ncccc3[nH]2)c1 | -4%
CCc1ccccc1Nc1nc2ccccc2c2nncn12 | 27%
COc1cc(OC)cc(-c2cc3nc(C)c(CCC(=O)Nc4ccccc4OC)c(C)n3n2)c1 | 1%
O=C(CCS(=O)(=O)c1cccs1)Nc1ccc(C(=O)Nc2cccc(Cl)c2)cc1 | -2%
O=C(NC1CCCCC1)c1cc2c(Cl)nc3ccccc3c2s1 | 9%
CCCCOC(=O)c1ccc(NC(=O)c2cc(=O)c3ccccc3o2)cc1 | 1%
Cc1ccccc1NC(=O)CCC(=O)N1CCSc2ccccc21 | 2%
COc1ccc(NC(=O)CSc2nnc(NC(=O)Nc3ccc(OC)cc3)s2)cc1 | 0%
COc1cccc(NC(=O)Cn2c(=O)n(CCCCC(=O)NCCc3ccccc3)c(=O)c3ccccc32)c1 | -1%
CCCc1cnc2c(c1SCC(=O)Nc1ccccc1OCC)c(=O)n(C)c(=O)n2C | 1%
O=C(c1ccccc1)c1ccccc1NC(=O)c1ccccc1C(=O)O | 2%
O=C1COc2cc(S(=O)(=O)CCC(=O)N3CCN(c4ccccc4)CC3)c(Cl)cc2N1 | 42%[activator]
CCOC(=O)c1cnc2cc(C(F)(F)F)ccc2c1N1CCN(c2cccc(Cl)c2)CC1 | 23%
CCOc1cccc(CC(=O)N2CCc3c([nH]c4ccccc34)C2c2ccc(F)cc2)c1OCC (stereo unspecified) | 5%
COc1cc(Cl)c(NS(=O)(=O)c2ccc(-c3cnc(C4CC4)o3)cc2)c(OC)c1 | -1%
CCS(=O)(=O)c1ncc(N(Cc2cccc(F)c2)Cc2ccco2)c(C(=O)Nc2ccccc2Cl)n1 | 2%
O=C(Nc1cnn(Cc2ccc(Cl)cc2Cl)c1)c1noc2c1CCc1ccccc1-2 | -1%

Screening results deposited in PubChem BioAssay by National Center for Advancing Translational Sciences (NCATS).
